EPAC1 antag: EPAC1 (human) antagonism | O95398 | EPAC1 GEF assay, Rap1b-BODIPY-GDP exchange fluorescence | Potency, µM (titrated, usually from 115 µM), for inactives: at the highest dose activity change, negative = inhibition, most hits filed as inhibitors | hit rate 0.14% among 360,000 | AID 720709;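 also: potency is read from the fitted curve at half-maximal effect; plate controls were vehicle for no effect and positive control for full effect; nearly all actives have a fitted effect of over 50% in size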
WRN helicase inh: blocks human WRN helicase. Q14191. WRN helicase unwinding, fluorescent forked duplex, kinetic. Potency, µM (doses to about 114 µM), for inactives: top-dose activity change, negative = inhibition, usual class: inhibitors. hit rate 0.46% among 360,000. AID 651768; also: potency is read from the fitted curve at half-maximal effect; % is scaled to controls: 0 for no effect and ±100 for the full control effect; nearly all actives have a fitted effect of over 55% in size
Target sequence (Q14191 whole entry, looked up): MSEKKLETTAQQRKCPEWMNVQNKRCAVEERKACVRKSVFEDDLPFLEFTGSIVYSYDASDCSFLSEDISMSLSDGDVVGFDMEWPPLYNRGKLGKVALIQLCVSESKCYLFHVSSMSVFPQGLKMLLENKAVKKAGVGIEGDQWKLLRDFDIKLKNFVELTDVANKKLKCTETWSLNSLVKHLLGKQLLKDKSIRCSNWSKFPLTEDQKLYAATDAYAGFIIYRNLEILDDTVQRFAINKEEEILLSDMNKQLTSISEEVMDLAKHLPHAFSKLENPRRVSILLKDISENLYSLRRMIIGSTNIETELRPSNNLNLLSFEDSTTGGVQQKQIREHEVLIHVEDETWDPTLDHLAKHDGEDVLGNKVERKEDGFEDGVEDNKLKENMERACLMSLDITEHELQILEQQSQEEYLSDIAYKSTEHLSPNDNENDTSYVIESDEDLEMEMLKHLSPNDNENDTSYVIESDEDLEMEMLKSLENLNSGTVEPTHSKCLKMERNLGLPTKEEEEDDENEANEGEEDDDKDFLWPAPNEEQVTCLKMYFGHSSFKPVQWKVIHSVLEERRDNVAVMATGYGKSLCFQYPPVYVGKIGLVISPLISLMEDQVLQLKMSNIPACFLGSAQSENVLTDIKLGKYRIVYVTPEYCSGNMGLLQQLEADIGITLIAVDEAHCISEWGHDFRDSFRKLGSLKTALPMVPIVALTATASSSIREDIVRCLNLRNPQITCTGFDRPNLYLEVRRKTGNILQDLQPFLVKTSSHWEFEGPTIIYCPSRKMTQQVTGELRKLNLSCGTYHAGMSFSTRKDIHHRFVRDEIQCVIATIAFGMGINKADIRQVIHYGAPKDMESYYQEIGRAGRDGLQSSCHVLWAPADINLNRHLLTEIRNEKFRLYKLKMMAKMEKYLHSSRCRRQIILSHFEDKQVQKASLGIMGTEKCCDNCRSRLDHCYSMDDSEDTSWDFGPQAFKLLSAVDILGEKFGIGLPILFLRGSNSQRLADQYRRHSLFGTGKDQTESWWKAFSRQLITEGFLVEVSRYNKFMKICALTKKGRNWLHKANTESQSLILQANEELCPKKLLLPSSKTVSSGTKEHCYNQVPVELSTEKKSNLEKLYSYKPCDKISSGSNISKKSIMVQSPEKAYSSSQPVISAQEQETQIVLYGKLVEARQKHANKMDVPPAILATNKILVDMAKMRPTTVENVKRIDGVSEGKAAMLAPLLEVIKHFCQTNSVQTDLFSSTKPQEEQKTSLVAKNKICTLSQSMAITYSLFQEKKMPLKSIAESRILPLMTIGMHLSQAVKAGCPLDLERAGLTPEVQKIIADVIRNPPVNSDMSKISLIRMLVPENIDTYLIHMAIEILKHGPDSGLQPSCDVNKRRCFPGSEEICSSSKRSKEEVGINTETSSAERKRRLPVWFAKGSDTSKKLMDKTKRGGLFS
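WRN at 20 nM final preincubated with compound 15 min at room temperature; reaction started with 100 nM fluorophore/quencher forked duplex oligonucleotide and 2 mM ATP final. Unwinding followed kinetically by red fluorescence (ex 525, em 598 nm).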
EPAC1 ag: EPAC1 (human) agonism; hit rate 0.073% among 360,000; EPAC1 agonist qHTS, biochemical assay; response scale: 100% = response to 6.5 mM cAMP; Potency, µM (top dose mostly 154 µM), without a hit: at the top dose activation, hits mostly activators; O95398; also: potency is read from the fitted curve at half-maximal effect; nearly all actives have a fitted effect of over 60% in size
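EPAC1 100 nM, Rap1B–BODIPY-GDP 250 nM, unlabeled GDP 50 uM; compound titration; 5 min RT; kinetic read ex480/em540 at 5-min intervals ×30 min; data normalized to 6.5 mM cAMP agonist control.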
EPAC2 antagonist: antagonists of human EPAC2; Q8WZA2; EPAC2 GEF exchange of Rap1B-BODIPY-GDP, fluorescence; Potency, µM (series often up to 114 µM), for inactives: top-dose activity, negative = inhibition, hits mostly inhibitors; hit rate 0.18% among 360,000; AID 720708; also: potency is read from the fitted curve at half-maximal effect; % is scaled to controls: 0 for no effect and ±100 for the full control effect; nearly all actives have a fitted effect of over 45% in size; many of its hits are not listed in these tables
PLK1 PBD inh: PLK1 (human) polo-box domain binding inhibition. P53350. Plk1 PBD binding of FITC phosphopeptide, fluorescence polarization. Potency, µM, for inactives: max response, negative = inhibition, hits mostly inhibitors. hit rate 2.8% among 360,000; also: potency is read from the fitted curve at half-maximal effect; series mostly up to about 57 µM; % is scaled to controls: 0 for no effect and ±100 for the full control effect; nearly all actives have a fitted effect of over 65% in size
PI5P4K alpha inh: PI5P4K alpha (human) kinase inhibition. P48426. PI5P4Kalpha enzyme, ADP-Glo luminescence, 60 min; stronger effect = lower value. max response, %. hit rate 1.2% among 330,000. AID 652105; active = max response of -50% or lower; inconclusive = between -30% and -50%; inactive = -30% or higher; also: value at the top dose of about 77 µM; % is scaled to controls: 0 for no effect and ±100 for the full control effect
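Single end-point luminescence (ADP-Glo) quantified ADP from PI5P4Kalpha turnover; ATP 5 microM final, 1 h at RT, 0.1% CHAPS and 0.28 mM EGTA in HEPES pH 7.4.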
MmCpn inh: inhibitors of Methanococcus maripaludis chaperonin (MmCpn). purified Mm-Cpn ATPase, ADP Transcreener TR-FRET. Potency, µM (highest dose often 76.9 µM), without a hit: top-dose activity, negative = inhibition, most hits filed as inhibitors. hit rate 0.031% among 330,000; also: potency is read from the fitted curve at half-maximal effect; % is scaled to controls: 0 for no effect and ±100 for the full control effect; nearly all actives have a fitted effect of over 80% in size
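Compound-treated chaperonin, 25 nM final, turns over 10 uM ATP at 37°C for 30 min following a 10 min preincubation; ADP generated competes with ADP-d2 for Eu-cryptate antibody, lowering FRET.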
CCT modulator: modulators of cytosolic chaperonin (CCT/TRiC) activity | AID 651819 | activity change, % (test concentration not listed), hits read low | hit rate 0.3% among 360,000 | purified chaperonin ATPase assay, HTRF ADP detection, 30 min; in the data active = activity change below about -30%; also: % is scaled to controls: 0 for no effect and ±100 for the full control effect
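Nucleotide hydrolysis assay: TRiC at 20–40 nM final (set by batch activity) with 10 uM ATP, 30 min at 37 °C, in presence of 76 uM compound. Detection by competitive ADP HTRF, 30 min ambient.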
The depositor's hits bear a star; u = inconclusive; x = no result given; & = joins results of further samples; [ ] = remark or other dose. Unless noted, calls follow the shape of the dose curve; as a rule, active = well fitted curve in the direction sought with a large enough effect; inconclusive = small, poorly fitted or top-dose-only effect, or another doubt; inactive = no such curve, though single readings can be large; an effect the other way counts as inactive or inconclusive. This is a subset, so the mix of outcomes need not match the whole.

item	canonical_smiles	EPAC1 antag	WRN helicase inh	EPAC1 ag	EPAC2 antagonist
1	COc1ccccc1CNS(=O)(=O)c1csc(C(N)=O)c1	-29%	20%	-1%	11%
2	Cc1cccc(CN2CCN(C3CN(Cc4cn(Cc5ccccc5F)nn4)S(=O)(=O)C3)CC2)c1 (stereo not drawn)	-3%	-10%	4%	3%
3	O=C(Nc1ccc(Cl)cc1)C1C2CCCCC21 (stereo not drawn)	-3%	3%	-1%	6%
4	O=[N+]([O-])c1ccc(Nc2ccccc2)c2nonc12	-16%	-12%	7%	-22%
5	Cc1ccc(C(=O)NNC2=Nc3cc([N+](=O)[O-])ccc3OC2)cc1	-9%	3%	10%	2%
6	O=C(NCCn1c(C(F)(F)F)nc2cc(C(F)(F)F)ccc21)[C@H]1CCCN1c1nc(CN2CCCCC2)cs1	1%	8%	13%	2%
7	CN1CCC(=NNC(=O)C(=O)Nc2ccc(F)cc2)CC1	-27%	8%[57.1 µM]	-6%	-1%
8	COc1ccc(Cl)cc1N1CC(c2nc3ccccc3[nH]2)CC1=O (stereo not drawn)	5%	1%	-10%	0%
9	Cc1ccc(OCC(=O)NCc2cccs2)cc1	-1%	9%	-1%	6%
10	CCOc1ccc(S(=O)(=O)NCc2cccnc2)cc1NC(=O)c1ccccc1	-18%	0%	-10%	3%

item	PLK1 PBD inh	PI5P4K alpha inh	MmCpn inh	CCT modulator
1	-14%	-11	-3%	-0.3
2	3%	2	x	1.3
3	2%	10	2%	-0.9
4	-8%	-26	-3%	-2.2
5	-2%	-4	-2%	-1.5
6	-8%	-11	-6%	-3.4
7	-10%	-1	-12%	-0.2
8	5%	1	2%	0.0
9	-1%	2	2%	-2.4
10	-6%	4	x	-0.5

item	canonical_smiles	EPAC1 antag	WRN helicase inh	EPAC1 ag	EPAC2 antagonist
11	CCOC(=O)C1=C(COC(=O)CNS(=O)(=O)c2ccc(C)cc2)NC(=O)NC1C (stereo not drawn)	5%	0%	-7%	14%
12	Cc1ccc(C)c(NC(=O)CSc2sc3c(O)cc(=O)[nH]c3c2C#N)c1	-10%	-21%[57.1 µM]	11%	-7%
13	CC1(c2nnnn2Cc2ccccc2)CCC(=O)N1Cc1ccc(F)cc1 (stereo not drawn)	6%	-3%	6%	10%
14	COc1ccc([N+](=O)[O-])cc1N(CC(=O)NC1CCCC1)S(C)(=O)=O	-8%	9%[57.1 µM]	-4%	15%
15	COC(=O)C1CCN(C(=O)CN2C(=O)NC(CC(C)C)C2=O)CC1 (stereo not drawn)	0%	2%	-2%	7%
16	CCOc1cc(C(N)=O)cc(Br)c1OCC	17%	0%	-8%	8%
17	COC(=O)[C@]12CCCCC=C1N(Cc1ccccc1)C(=O)[C@H](CC(=O)NCC13CC4CC(CC(C4)C1)C3)C2	-14%	-2%	-9%	-1%
18	O=C(N/N=C\c1ccncc1)c1ccc(Br)s1	-22%	-5%	-14%	7%
19	COCCNC(=O)CN1C(=O)COc2ccc(S(=O)(=O)N3CC(C)CC(C)C3)cc21 (stereo not drawn)	-1%	5%	-7%	-1%
20	O=C(Nc1cc(S(=O)(=O)N2CCCCC2)ccc1O)c1ccccc1NS(=O)(=O)c1ccc(F)cc1	u	u	4%&-14%	u

item	PLK1 PBD inh	PI5P4K alpha inh	MmCpn inh	CCT modulator
11	0%	-1	-3%	0.4
12	-16%	-64*	-12%	-0.5
13	-2%	-1	x	-2.2
14	-7%	0	1%	-0.6
15	-15%	0	-1%	0.3
16	-7%	x	-2%	-0.2
17	-2%	2	x	-1.7
18	0%	-5	0%	-0.5
19	-2%	-6	1%	-1.0
20	27µM*	-10&-16	-1%	-2.0&2.0

Molecules listed so far with bromine:
item	canonical_smiles	EPAC1 antag	WRN helicase inh	EPAC1 ag	EPAC2 antagonist
16	CCOc1cc(C(N)=O)cc(Br)c1OCC	17%	0%	-8%	8%
18	O=C(N/N=C\c1ccncc1)c1ccc(Br)s1	-22%	-5%	-14%	7%

item	PLK1 PBD inh	PI5P4K alpha inh	MmCpn inh	CCT modulator
16	-7%	x	-2%	-0.2
18	0%	-5	0%	-0.5

More results
item	canonical_smiles	EPAC1 antag	WRN helicase inh	EPAC1 ag	EPAC2 antagonist
21	COc1ccc(F)cc1S(=O)(=O)NCc1ccccc1	-10%	1%	-7%	-1%
22	Cc1ccc(S(=O)C(c2ccccc2)c2ccccc2)cc1 (stereo not drawn)	-9%	3%	-8%	-5%
23	O=C(NCCCN1CCCC1=O)c1ccc2c(=O)n(-c3ccccc3F)c(=S)[nH]c2c1	18%	3%	-11%	8%
24	CC(C)c1nc2ccc(Br)cn2c1NC1CCCC1	8%	2%	-1%	-6%
25	COc1cc(C(=O)NCCC(=O)NCCN2CCOCC2)cc(OC)c1OC	5%	-1%	5%	-14%
26	COc1ccccc1NC(=O)C(=O)NCc1ccncc1	6%	-35%[57.1 µM]	11%	-2%
27	CCOC(=O)c1cnc(SCCN2CCOCC2)nc1N	-15%	-3%	11%	0%
28	COc1cccc(C(=O)Nc2ccc(-c3nnc(-c4ccco4)o3)cc2)c1	0%	-15%	-7%	-1%
29	Cc1ccc(NC2CCCN(C(=O)c3ccc(C)c(N4CCNC4=O)c3)C2)cc1C (stereo not drawn)	4%	-34%	-6%	5%
30	CCOc1ccc(NC(=O)CNS(=O)(=O)c2c(C)cc(C)cc2C)cc1	-9%	-10%	-1%	-3%

item	PLK1 PBD inh	PI5P4K alpha inh	MmCpn inh	CCT modulator
21	4%	-5	0%	-1.4
22	-7%	1	x	1.9
23	0%	-17	1%	-5.0
24	-6%	4	1%	1.1
25	-6%	x	-1%	-1.4
26	-14%	1	1%	2.0
27	u	-2	0%	2.0
28	-1%	2	0%	-6.7
29	-11%	-8	-4%	1.4
30	4%	0	-2%	-1.8

Down the list, quoted from above:
Compounds 26–30 in EPAC1 antag, in turn: 6%, -15%, 0%, 4%, -9%

Remaining list, next part.
item	canonical_smiles	EPAC1 antag	WRN helicase inh	EPAC1 ag	EPAC2 antagonist
31	CC(NC(=O)CN1C(=O)NC2(CCCCCC2)C1=O)c1ccccc1Cl (stereo not drawn)	30%[activator]	7%	3%	-15%
32	CN1CCCN(C(=O)/C=C/c2ccc(Cl)cc2Cl)CC1	2%	1%	-1%	-8%
33	Cc1cc(NC(=O)C(C)C)ncc1NC(=O)c1cccc(F)c1	2%	3%[57.1 µM]	-9%	3%
34	COC(=O)[C@@H](NC(=O)N1CCC(Cc2ccccc2)CC1)C(C)C	-12%	1%	5%	2%
35	O=C1/C(=C\c2ccccc2)CCc2c1[nH]c1ccccc21	10%	-2%	6%	0%
36	Cc1c(CN(C)Cc2cn(C)nc2-c2ccccc2F)[nH]c2ccccc12	u	17%	-6%	0%
37	COCC1CCCCN1Cc1cn(-c2ccccc2)nc1-c1ccc2c(c1)OCO2 (stereo not drawn)	0%	-8%	4%	-18%
38	CC1CCC(NC(=O)c2cccc(S(=O)(=O)N3CCN(C)CC3)c2)CC1 (stereo not drawn)	18%	17%	-1%	10%
39	COc1ccc(Br)cc1C1=CC(=O)C[C@H](c2ccc(F)cc2)C1	-26%	-11%	12%	u
40	O=C(CCS(=O)(=O)c1ccc(F)cc1)N1CCOCC1	8%	-1%	16%	11%

item	PLK1 PBD inh	PI5P4K alpha inh	MmCpn inh	CCT modulator
31	-12%	-6	u	-3.1
32	7%	5	2%	0.3
33	-6%	-8	1%	1.8
34	0%	4	0%	0.5
35	-1%	x	1%	1.8
36	u	2	3%	-3.8
37	-1%	15	2%	-0.9
38	1%	-2	1%	-2.3
39	-8%	7	x	1.2
40	1%	1	2%	-0.8

item	canonical_smiles	EPAC1 antag	WRN helicase inh	EPAC1 ag	EPAC2 antagonist
41	CC[C@@]1(C(=O)OC)N[C@H](CN(C)C(=O)c2ccc(F)cc2)[C@@H]2C(=O)N(Cc3ccccc3)C(=O)[C@@H]21	24%	2%	-21%	1%
42	Cc1ccc2nc3c(cc(C(=O)NC4CCCC4)c(=N)n3C3CCCCC3)c(=O)n2c1	17%	1%	-2%	4%
43	C=C1CC2C(CCC3(C)C2CCC3(O)C(C)=O)C2(C)CCC(=O)C=C12 (stereo not drawn)	-13%	-14%	-8%	2%
44	Cc1ccc(C(=O)CSc2n[nH]c(-c3ccco3)n2)cc1C	-9%	-9%	10%	-4%
45	CN(CCO)c1ncnc2nc[nH]c12	-12%	-5%	0%	8%
46	COc1cc(C(=O)c2ccccc2C(=O)O)c(OC)c2c1CCCC2	5%	-10%	1%	-1%
47	CCN(Cc1cccs1)C(=O)c1cccc(S(=O)(=O)N2CCN(C)CC2)c1	19%	-20%	0%	13%
48	C/C(=N\NC(=O)c1ccoc1C)c1cccnc1	8%	-18%	6%	-1%
49	Cc1cc(Cl)n2nc(C)c(-c3ccc(Cl)cc3)c2n1	-1%	-6%	6%	1%

item	PLK1 PBD inh	PI5P4K alpha inh	MmCpn inh	CCT modulator
41	-8%	-4	-1%	-1.0
42	-12%	-7	-1%	-4.0
43	-7%	-1	-2%	-1.6
44	-11%	x	0%	-3.4
45	-23%	3	3%	-3.5
46	-9%	-5	x	-2.0
47	2%	5	-1%	-2.7
48	-1%	-7	2%	0.5
49	-10%	10	1%	-2.2

7 entries from above, set out differently:
(12) Cc1ccc(C)c(NC(=O)CSc2sc3c(O)cc(=O)[nH]c3c2C#N)c1
(13) CC1(c2nnnn2Cc2ccccc2)CCC(=O)N1Cc1ccc(F)cc1 (stereo not drawn)
(14) COc1ccc([N+](=O)[O-])cc1N(CC(=O)NC1CCCC1)S(C)(=O)=O
(15) COC(=O)C1CCN(C(=O)CN2C(=O)NC(CC(C)C)C2=O)CC1 (stereo not drawn)
(16) CCOc1cc(C(N)=O)cc(Br)c1OCC
(17) COC(=O)[C@]12CCCCC=C1N(Cc1ccccc1)C(=O)[C@H](CC(=O)NCC13CC4CC(CC(C4)C1)C3)C2
(18) O=C(N/N=C\c1ccncc1)c1ccc(Br)s1

screen / no.	12	13	14	15	16	17	18
EPAC1 antag	-10%	6%	-8%	0%	17%	-14%	-22%
WRN helicase inh	-21%[57.1 µM]	-3%	9%[57.1 µM]	2%	0%	-2%	-5%
EPAC1 ag	11%	6%	-4%	-2%	-8%	-9%	-14%
EPAC2 antagonist	-7%	10%	15%	7%	8%	-1%	7%
PLK1 PBD inh	-16%	-2%	-7%	-15%	-7%	-2%	0%
PI5P4K alpha inh	-64*	-1	0	0	x	2	-5
MmCpn inh	-12%	x	1%	-1%	-2%	x	0%
CCT modulator	-0.5	-2.2	-0.6	0.3	-0.2	-1.7	-0.5
